# Ecoli viability – counter-screen for AddAB inhibitors: E. coli growth inhibition. E. coli V3065 growth, OD600 absorbance, 18 h. inhibition, % at 11.9 µM. hit rate 0.27% among 330,000;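 active = inhibition above the campaign's mean inhibition across all tested compounds plus 3 SD, cut at about 9.9% in these data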;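 note: uninfected addAB+ strain grown without phage in ampicillin broth; 0% = DMSO wells and 100% = ciprofloxacin 0.95 µg/ml wells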
# HTR5A ag – HTR5A agonism, opioid heterodimer counter-screen | P47898 | HTR5A agonist assay, luminescence, cell-based | activation, % at 9.3 µM | hit rate 0.61% among 340,000 | AID 504692; in the data active = activation mostly above about 9.5%, no sharp cut-off; inactive = mostly below about 7.6%;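 note: 0% = cells with vehicle only and 100% = reference agonist; strong numbers were not always called active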
# Target sequence (P47898 whole entry, looked up): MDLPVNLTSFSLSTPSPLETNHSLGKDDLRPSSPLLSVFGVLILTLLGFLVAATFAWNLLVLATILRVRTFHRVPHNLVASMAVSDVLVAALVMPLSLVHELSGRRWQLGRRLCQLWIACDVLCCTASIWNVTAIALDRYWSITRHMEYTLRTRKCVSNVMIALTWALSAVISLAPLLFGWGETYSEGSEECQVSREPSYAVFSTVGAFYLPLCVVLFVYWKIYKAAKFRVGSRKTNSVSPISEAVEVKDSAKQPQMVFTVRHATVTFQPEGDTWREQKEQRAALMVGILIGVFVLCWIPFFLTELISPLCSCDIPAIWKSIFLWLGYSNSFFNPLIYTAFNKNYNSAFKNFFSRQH
# DAGLB inhibitor – blocks human DAGLB lipase activity. AID 504411. HEK293T DAGLB membrane lysate, EnzChek fluorogenic substrate. inhibition, % at 5.17 µM. hit rate 0.059% among 340,000. Q8NCG7; in the data active = inhibition above about 34%;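 note: 0% = enzyme with vehicle and 100% = wells lacking enzyme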
# PKA-R1A act – activators of PKA-R1A complex | PKA-R1A dissociation, Cy5-IP20 fluorescence polarization; scaled: DMSO 0%, 113 µM cGMP 100% | hit rate 0.083% among 340,000 | P00514+P68181 | activation, % at 11.4 µM | AID 504707;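 active = percent activation above the mean of all tested compounds plus 3 SD, cut at about 19% in these data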;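 note: higher means more PKAc released from R1A so a rise in polarization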
# Mot1-301 SUMO – SUMOylation pathway inhibition by Mot1-301 growth rescue; S. cerevisiae Mot1-301 growth rescue, ATP luminescence, 38.5C; percent above DMSO median, 100 means doubled; growth rescue, % at 18.8 µM; hit rate 1% among 320,000;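 active = every valid replicate shows activation above 250% relative to neutral control wells; inactive = the rest, any valid replicate at or below 250%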;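 note: OY570 slx delta 5 strain wells were the positive control but not used for scaling; some compounds called inactive have numbers as strong as hits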
# phage Ecoli inh – E. coli growth loss with phage present; growth absorbance; inhibition, % at 11.9 µM; hit rate 0.26% among 360,000; in the data active = inhibition above about 11%
# CDK5 p35 inh – CDK5/p35 (human) kinase inhibition; Q00535+Q15078; Recombinant CDK5/p35, ADP-Glo luminescence, 60 min; inhibition, % at 10 µM; hit rate 0.01% among 330,000; AID 488839;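 active = highest replicate inhibition of at least 50% and at least 75% of replicates reaching 50%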;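 note: plate controls were DMSO neutral control for no effect and GW8510 at 10 µM for full effect; many of its hits are not listed in these tables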
# Tat transport – blocks Tat-dependent protein export in E. coli. E. coli MC4100 TorA-mCherry Tat export, fluorescence. inhibition, % at 10 µM. hit rate 0.036% among 340,000. AID 488895;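 active = mean replicate inhibition at least 50% and at least half of replicates individually reaching 50%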;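 note: exported cargo escapes ClpAP degradation while cytoplasmic cargo is degraded and loses fluorescence; 0% = median of neutral control wells and 100% = median of NaSCN control wells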
# HTR5A inv ctr – counter-screen for OPRM1-OPRD1 inverse agonists: human HTR5A inverse agonism; AID 504634; hit rate 0.083% among 340,000; HTR5A cell line, luminescence; inhibition, % at 9.3 µM; P47898; in the data active = inhibition mostly above about 23%, no sharp cut-off; inactive = mostly below about 18%;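 note: 0% = cells with DMSO and 100% = no-cell wells with DMSO; some compounds called inactive have numbers as strong as hits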
# AddAB inh – less growth of phage-infected E. coli with AddAB. AID 435030. inhibition, % at 11.9 µM. hit rate 0.29% among 330,000. E. coli expressing H. pylori AddAB, absorbance growth; in the data active = inhibition above about 12%;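 note: 0% = vehicle wells of infected cells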
# PKA-R2B activ – activates the human PKA-R2B holoenzyme complex; P22694+P31323; PKA-R2B holoenzyme dissociation, Cy5-IP20 fluorescence polarization; R2B truncated from residue 108, S112A mutant; 0% DMSO only, 100% 113 µM cGMP; activation, % at 11.4 µM; hit rate 0.079% among 340,000; AID 504700;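 active = activation above a cutoff set at the mean over all compounds plus 3 SD, cut at about 18% in these data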;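 note: higher means more holoenzyme dissociation and a rise in polarization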
# Target sequence (P31323 whole entry, looked up, other chains not shown, the tested form may be a part): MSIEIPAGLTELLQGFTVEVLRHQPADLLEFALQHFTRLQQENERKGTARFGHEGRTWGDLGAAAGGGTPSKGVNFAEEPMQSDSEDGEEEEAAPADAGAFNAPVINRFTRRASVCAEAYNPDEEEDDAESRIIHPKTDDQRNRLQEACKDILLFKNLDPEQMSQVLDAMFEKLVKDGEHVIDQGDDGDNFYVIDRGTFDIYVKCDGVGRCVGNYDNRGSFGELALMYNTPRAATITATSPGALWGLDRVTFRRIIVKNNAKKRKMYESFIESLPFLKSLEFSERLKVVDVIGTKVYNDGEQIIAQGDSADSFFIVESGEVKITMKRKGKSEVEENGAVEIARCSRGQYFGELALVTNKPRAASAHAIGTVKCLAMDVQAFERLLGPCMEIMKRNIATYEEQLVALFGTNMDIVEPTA
# Numbers without * were called inactive; nt = not tested or not shown.
SMILES	phage Ecoli inh	PKA-R2B activ	HTR5A inv ctr	DAGLB inhibitor	HTR5A ag	PKA-R1A act	AddAB inh	Tat transport	Mot1-301 SUMO	Ecoli viability	CDK5 p35 inh
O=C(O)CC(NC(=O)c1ccco1)c1ccco1 (stereo not drawn)	-1.7	1.4	0.1	-1.2	8.1	4.7	nt	-4.8	-4.7	nt	-1.2
NC(=O)c1nn2c(C(F)(F)F)cc(-c3ccccc3)nc2c1Br	0.9	3.4	1.0	-1.0	-0.3	1.4	-1.5	-3.3	8.1	-2.5	0.2
Cc1nc2sc3c(c2c(=N)n1N)CC(C)(C)OC3	1.7	8.4	-13.5	-2.8	4.3	-10.4	-1.0	-3.5	-17.5	-1.2	-0.1
CCOc1ccc(/C=N/n2c(COc3ccccc3)n[nH]c2=S)cc1OC	0.3	-7.8	14.1	4.7	-3.8	-6.8	-0.7	-2.2	77.1	0.8	-1.3
Cc1ccc(OCC(=O)N2CCN(S(=O)(=O)c3ccc(Cl)s3)CC2)cc1C	1.1	2.9	-13.2	-5.2	5.4	5.6	1.3	1.6	132.1	1.7	0.3
Cn1c(CN2CCOCC2)nc2cc(NC(=O)c3ccc(Cl)cc3)ccc21	3.2	4.1	-0.5	2.8	9.9	-7.6	1.0	-0.7	2.0	-1.8	1.2
CCn1c(SC/C=C/c2ccccc2)nnc1-c1cnccn1	1.6	-5.4	-1.4	-0.8	2.9	-11.9	0.0	3.9	3.8	-1.7	-0.8
COC(=O)C1=NN(c2ccccc2)C2C(=O)N(c3ccccc3OC)C(=O)C12 (stereo not drawn)	1.3	3.5	-3.3	-0.1	3.9	-10.8	0.5	1.8	-8.4	1.2	1.1
COc1ccc(/C=C(\NC(=O)c2ccc(Cl)cc2)C(=O)NCCCn2ccnc2)cc1OC	-0.4	-10.5	-8.8	2.6	3.3	2.0	3.7	7.7	-13.7	0.7	-1.6
Cc1nn(CC(C)C(=O)N2CCN(S(=O)(=O)c3ccc(Cl)cc3)CC2)c(C)c1C (stereo not drawn)	0.5	-5.1	-16.7	2.7	5.9	-4.5	2.5	19.6	-11.0	-2.8	0.2
COc1ccc(C)cc1NC(=O)c1cc(S(=O)(=O)N2CCCC2)cn1C	2.2	0.5	7.1	1.4	-2.3	-2.0	-0.2	-7.7	-12.7	-0.1	-0.3
CC1CCCCN1C(=O)CSc1nnc2c(n1)[nH]c1ccc(F)cc12 (stereo not drawn)	0.9	-9.2	-6.1	1.7	3.9	-5.6	0.6	-12.6	0.1	-2.1	-2.0
CC(NC(=O)c1ccco1)C12CC3CC(CC(C3)C1)C2 (stereo not drawn)	1.2	2.5	-28.5	-1.1	11.7	8.6	0.9	2.4	119.6	-1.3	-1.5
Cc1ccc(-n2nnnc2SCC(=O)N2c3ccccc3NC(=O)C2(C)C)cc1	2.8	-1.4	2.1	2.7	2.0	-10.6	1.6	0.2	3.3	-2.5	-1.9
Cc1ccccc1N1CC(C(=O)N2CC(C)OC(C)C2)CC1=O (stereo not drawn)	1.8	6.8	-10.3	-1.7	3.9	-3.9	0.3	-7.2	1.1	-0.9	-0.4
N#C/C(=C\c1ccc(-c2cccc(Cl)c2)o1)C(=O)Nc1cccc2cccnc12	2.3	-13.2	-4.8	0.8	2.3	-0.7	0.6	2.5	110.6	0.1	-2.8
CCOc1ccc(S(=O)(=O)N2CCN(C(=O)Cc3n[nH]c(=O)c4ccccc34)CC2)cc1	3.0	-6.9	9.7	1.0	5.0	6.6	nt	11.6	nt	nt	-0.6
COCCn1c(Cc2ccccc2)nnc1SCC(=O)N1CCOCC1	2.5	-2.7	7.8	1.3	-2.7	-0.5	3.4	-3.7	288.0	2.1	-0.5
Cc1ccc(C(=O)Nc2ccc(O)cc2C(=O)O)cc1	-0.2	2.4	12.9	2.6	3.3	-0.8	1.5	-8.7	-5.3	-5.0	-2.9
CCOC(=O)c1cc(S(=O)(=O)N2CCc3ccccc32)cn1C	0.6	-0.4	-14.8	-6.4	5.2	-6.5	0.6	8.2	4.3	0.2	0.7
CCN1CCN(c2nc(Nc3cccc(F)c3)nc(N)c2[N+](=O)[O-])CC1	4.2	-3.8	-5.6	0.0	2.1	-3.5	1.6	9.3	1.1	2.0	0.6
CCC1CCCCN1CC(=O)c1c(C)[nH]c2ccc(OC)cc12 (stereo not drawn)	2.1	0.9	-7.8	0.5	3.0	0.7	-2.3	2.3	-7.4	-1.6	-0.1
O=C(CN1C(=O)NC(c2ccccc2)(c2ccccc2)C1=O)NCC(=O)Nc1ccc(F)cc1	1.1	-11.1	-24.2	-1.7	5.7	-10.8	1.8	-10.8	-6.0	0.9	-1.0
COc1ccc(-c2cc(CCC(=O)N3CCN(c4cc(C)ccc4C)CC3)[nH]n2)cc1	1.0	-2.1	-5.5	2.3	1.6	-0.4	-0.9	14.6	nt	0.4	0.0
COc1ccc(C(=O)N2c3ccccc3C=CC2C#N)cc1 (stereo not drawn)	3.9	6.9	-5.9	0.4	2.1	3.1	1.0	-1.8	826.3	-0.6	-0.1
Cc1noc(C)c1S(=O)(=O)NCC(=O)O	1.6	6.8	13.9	-0.8	-6.3	-3.8	3.5	-2.1	841.8	0.6	2.7
Clc1ccccc1-c1ccc(/C=N/n2cnnc2)o1	2.0	2.5	-10.1	0.3	4.0	-7.1	-1.2	-1.3	-3.7	2.6	1.5
CCC(=O)Nc1sc2c(c1C(N)=O)CCN(C(C)=O)C2	3.0	8.9	-9.9	-2.3	3.4	-4.7	-0.2	-1.6	-3.4	1.5	3.0
O=C(c1ccc(N2CCCS2(=O)=O)cc1)N1CCN(c2ccc(F)cc2)CC1	0.5	-3.3	-2.3	1.3	7.2	7.1	-1.6	-4.9	-4.8	-3.7	-0.5
O=C(NC(=S)Nc1ccc(CN2CCCCC2)cc1)c1ccco1	3.9	-5.9	3.0	-0.7	-1.2	-4.7	6.2	-8.8	14.1	-1.7	0.6
CCN(CC)S(=O)(=O)c1cccc(C(=O)c2c(C)cc3ccccn23)c1	-0.1	-1.4	-7.5	-2.5	4.1	-10.4	nt	8.8	nt	nt	-2.7
O=C(O)c1ccc(/C=N/Nc2cccc(C(F)(F)F)c2)cc1	0.5	-3.9	3.3	2.8	-1.2	-4.8	-0.9	-5.3	136.6	-1.1	-0.2
COc1ccc(S(N)(=O)=O)cc1N(C)S(=O)(=O)c1ccccc1	3.3	-0.3	-9.2	-0.8	3.4	13.6	3.7	2.4	10.2	1.7	1.0
Cc1ccc(-c2csc3ncnc(SCc4ccc(C(=O)O)cc4)c23)cc1	2.9	nt	nt	nt	nt	nt	2.0	6.4	-18.1	1.0	0.6
COc1ccc(C)cc1S(=O)(=O)N1CCN(C(=O)c2ncoc2-c2ccccc2C)CC1	0.9	5.8	1.9	1.7	-0.7	3.4	3.4	2.6	118.5	-2.3	-0.5
O=c1cc(-c2cccc3ccccc23)[nH][nH]1	6.2	1.2	-21.4	5.2	7.6	10.9	4.4	11.8	277.4	-0.3	1.2
CCCN1Cc2cccc(C(=O)N3CCN(c4cc(Cl)ccc4C)CC3)c2C1=O	nt	2.4	-21.7	-0.5	2.3	7.4	-3.6	3.6	16.0	-3.4	2.6
COc1ccc(CCN(C)C(=O)CSc2nc3ccccc3c(=O)n2CC2CCCO2)cc1OC (stereo not drawn)	3.0	-1.3	21.8	-1.6	3.2	-4.8	nt	2.9	nt	nt	-0.5
Cc1cc(OCC(=O)O/N=C(\N)c2ccccc2)ccc1Br	3.3	-1.1	2.1	-14.9	-0.9	-1.4	4.8	2.5	237.5	2.8	0.7
Cc1ccc(Cl)c(OCC(=O)N2CCc3ccccc3C2)c1	1.3	6.1	11.5	-8.2	-3.1	4.0	-0.1	7.7	-1.6	1.2	-0.2
Cc1cc(Oc2ccc(=O)n(C)n2)nc(SCC(N)=O)n1	-0.2	4.4	-3.8	-1.5	2.2	0.6	6.4	5.0	148.4	-0.2	1.4
Cc1ccc(Cl)cc1NC(=O)c1cccc(OC(F)F)c1	nt	-3.1	-37.1	-5.1	-1.2	-9.0	2.3	4.4	6.1	-0.4	-2.3
COCCn1nnnc1C(c1ccccc1OC)N1CCN(c2ccccc2)CC1 (stereo not drawn)	1.7	0.9	10.1	0.9	-4.2	5.8	2.2	3.6	842.2	-1.6	0.3
O=c1c(C=Nc2ccc(Oc3ccccc3)cc2)c[nH]n1-c1cccc(Cl)n1	-0.5	-8.0	-8.7	-3.0	1.6	6.3	2.7	5.6	3.2	1.7	0.4
O=C(NC1CCCc2ccccc21)c1c(F)cccc1Cl (stereo not drawn)	1.7	-11.9	7.8	-1.6	0.8	-13.1	2.2	1.8	-41.3	-2.0	1.7
COc1cc(C(=O)N=c2sc3ccccc3n2C)cc(OC)c1OC	3.4	-10.9	14.7	-2.4	8.7	0.7	3.9	0.8	-6.5	-1.2	-0.4
Cc1ccc(NC(=O)c2cccc(S(=O)(=O)NCc3ccccc3)c2)nc1	4.5	-5.9	-2.2	-4.0	0.9	-1.1	0.3	-3.5	151.5	1.7	-0.3
N#CCSc1nc2c(cc1C#N)CCCC2	2.7	6.8	3.8	0.3	1.9	-3.6	3.9	3.4	-18.3	1.0	-1.2
CCCc1cc(C(=O)NNC(=S)Nc2cccc(C)c2)cs1	-0.8	-9.8	-8.2	-1.9	2.4	-7.6	-2.2	-6.0	24.1	-0.9	2.5
Cc1ccc(SCC(=O)Nc2ccccc2C(=O)N2CCOCC2)cc1	2.9	-3.3	-2.1	1.9	0.8	2.6	6.2	0.4	10.0	0.2	0.4

# The results go on.
SMILES	phage Ecoli inh	PKA-R2B activ	HTR5A inv ctr	DAGLB inhibitor	HTR5A ag	PKA-R1A act	AddAB inh	Tat transport	Mot1-301 SUMO	Ecoli viability	CDK5 p35 inh
Cc1ccccc1N/N=C/c1c(C)nc2ccccn12	-2.1	0.0	-12.7	2.5	3.6	-0.4	3.7	16.4	21.7	1.0	1.5
CCN(CC)CCn1c(SCC(=O)Nc2cccc(OC)c2)nc2c(sc3ccccc32)c1=O	2.4	-4.0	-22.1	-0.6	3.2	1.8	1.4	2.9	137.1	-1.6	0.1
COc1ccc(NC(=O)CN(C)C(=O)c2oc3c(ccc4ccccc43)c2C)cc1	-2.8	-5.5	-13.8	0.5	5.6	1.4	0.0	-1.2	2.1	-0.5	-1.0
COc1cccc(NC(=O)c2ccc(-n3cnnn3)cc2)c1	1.5	-2.3	11.3	0.0	2.9	13.9	3.8	1.7	-20.7	0.1	-0.5
O=C1C=CC(c2ccccc2)(c2ccccc2)CC1	-1.4	-1.4	16.3	0.5	-4.6	-13.4	nt	-1.1	nt	nt	-1.2
COc1ccc(-c2cc(C(F)F)n3ncc(C(=O)Nc4cc(C)on4)c3n2)cc1	3.0	-7.2	12.8	0.7	-5.3	-3.7	0.7	-0.3	-23.0	-0.6	1.0

# High-throughput results: PubChem, several laboratories
